EPAC1 ag: activates human EPAC1 exchange factor; EPAC1 agonist qHTS, biochemical assay; response scale: 100% = response to 6.5 mM cAMP; AID 720707; 0.073% of 360,000 active; O95398; Potency, µM (top dose mostly 154 µM), for the others: top-dose activation, usual class: activators; further: potency means the concentration at half of the fitted maximal effect; nearly all actives have a fitted effect of over 60% in size
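Read-out is the fluorescence drop as BODIPY-GDP leaves Rap1B (480 nm excitation, 540 nm emission), recorded every 5 minutes over 30 minutes. Reactions held 100 nM EPAC1, 250 nM Rap1B–BODIPY-GDP and 50 uM GDP, with 6.5 mM cAMP setting full activation.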
FUS yeast rescue: FUS proteinopathy suppression in yeast | S. cerevisiae FUS-expressing, growth rescue, OD600, 24 h | Potency, µM (highest dose often 76.6 µM), for inactives: at the top dose growth rescue (activation), actives largely listed as activators | 0.24% of 390,000 active;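 further: potency means the concentration at half of the fitted maximal effect; plate controls were DMSO vehicle for no effect and reference control for full effect; nearly all actives have a fitted effect of over 55% in size; some results filed as inactive show a strong effect at the top dose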
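Galactose (2%) drives FUS expression in yeast precultured in raffinose; seeding density OD 0.005. Test compounds incubated 24hr at 30C and 99% humidity before absorbance at 600 nm was measured.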
WRN inhibitor: blocks human WRN helicase. AID 651768. Q14191. 0.46% of 360,000 active. WRN helicase unwinding, fluorescent forked duplex, kinetic. Potency, µM (titrated, usually from 114 µM), inactives show at the top dose activity change, negative = inhibition, actives largely listed as inhibitors; further: potency means the concentration at half of the fitted maximal effect; on the % scale 0 is the no-effect control and ±100 the full control effect; nearly all actives have a fitted effect of over 55% in size
Target sequence (Q14191 whole entry, looked up): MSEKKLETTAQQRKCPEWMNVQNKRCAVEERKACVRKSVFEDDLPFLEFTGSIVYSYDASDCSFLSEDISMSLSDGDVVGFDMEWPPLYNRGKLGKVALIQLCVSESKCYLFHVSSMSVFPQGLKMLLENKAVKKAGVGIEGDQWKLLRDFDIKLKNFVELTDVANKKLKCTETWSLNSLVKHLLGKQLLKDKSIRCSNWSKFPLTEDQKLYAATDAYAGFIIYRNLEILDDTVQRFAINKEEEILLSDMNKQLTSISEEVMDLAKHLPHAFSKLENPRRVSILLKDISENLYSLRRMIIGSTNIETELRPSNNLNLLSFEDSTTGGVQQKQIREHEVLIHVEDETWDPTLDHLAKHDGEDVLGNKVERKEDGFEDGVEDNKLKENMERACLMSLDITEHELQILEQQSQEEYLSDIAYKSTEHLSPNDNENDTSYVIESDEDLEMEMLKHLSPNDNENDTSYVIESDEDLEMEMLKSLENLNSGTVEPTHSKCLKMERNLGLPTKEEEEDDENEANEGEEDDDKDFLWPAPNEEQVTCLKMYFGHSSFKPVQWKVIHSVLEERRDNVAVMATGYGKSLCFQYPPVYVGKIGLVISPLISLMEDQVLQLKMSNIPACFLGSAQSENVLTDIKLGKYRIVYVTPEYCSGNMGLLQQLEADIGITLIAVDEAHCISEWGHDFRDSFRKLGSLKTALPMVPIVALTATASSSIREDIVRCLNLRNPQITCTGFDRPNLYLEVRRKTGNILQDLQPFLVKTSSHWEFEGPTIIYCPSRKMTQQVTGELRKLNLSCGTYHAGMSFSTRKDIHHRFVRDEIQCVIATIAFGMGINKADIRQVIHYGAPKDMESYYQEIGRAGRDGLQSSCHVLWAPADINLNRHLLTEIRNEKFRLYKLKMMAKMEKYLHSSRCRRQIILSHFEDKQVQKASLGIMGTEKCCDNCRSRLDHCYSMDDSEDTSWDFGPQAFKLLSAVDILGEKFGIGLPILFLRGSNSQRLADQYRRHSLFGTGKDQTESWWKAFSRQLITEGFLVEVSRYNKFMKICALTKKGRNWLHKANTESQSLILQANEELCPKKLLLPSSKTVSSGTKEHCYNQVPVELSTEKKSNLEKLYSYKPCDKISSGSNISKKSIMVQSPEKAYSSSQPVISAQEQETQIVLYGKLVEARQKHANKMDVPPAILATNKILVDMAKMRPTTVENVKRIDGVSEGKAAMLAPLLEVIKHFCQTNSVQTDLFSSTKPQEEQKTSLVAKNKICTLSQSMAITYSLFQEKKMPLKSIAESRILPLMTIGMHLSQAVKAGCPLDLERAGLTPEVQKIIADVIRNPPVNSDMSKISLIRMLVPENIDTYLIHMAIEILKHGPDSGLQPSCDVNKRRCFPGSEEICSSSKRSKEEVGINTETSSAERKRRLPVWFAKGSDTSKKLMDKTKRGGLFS
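Enzyme (20 nM final) and test compound sit together 15 min at room temperature before substrate addition. Substrate is a single-forked duplex oligonucleotide (100 nM) labelled with fluorophore and quencher, with 2 mM ATP; helicase unwinding raises red fluorescence, read kinetically.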
aSyn yeast inh: inhibitors of alpha-synuclein toxicity in yeast. Yeast expressing alpha-synuclein, growth rescue, BacTiter-Glo, 24 h. Potency, µM (highest dose often 46.1 µM), inactives show at the top dose growth rescue (activation), usual class: activators. 0.14% of 370,000 active; further: potency means the concentration at half of the fitted maximal effect; % of control where 0% means no effect; nearly all actives have a fitted effect of over 65% in size
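Galactose-induced alpha-syn yeast (OD600=0.02, raffinose-pregrown) + pinned cpd, 24 hr, 30 deg C; growth by BacTiter-Glo luminescence. Growth restoration scores as activation.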
PLK1 PBD inh: inhibitors of human PLK1 polo-box domain binding; Plk1 PBD binding of FITC phosphopeptide, fluorescence polarization; Potency, µM, for the others: max response, negative = inhibition, most hits filed as inhibitors; 2.8% of 360,000 active; AID 720504; further: potency means the concentration at half of the fitted maximal effect; series mostly up to about 57 µM; on the % scale 0 is the no-effect control and ±100 the full control effect; nearly all actives have a fitted effect of over 65% in size
Abeta rescue: restores growth of yeast expressing A-beta42 peptide; yeast expressing A-beta42, growth rescue, OD600, 48 h; response scale: 0% DMSO, 100% iron-clioquinol control; Potency, µM (titrated, usually from 46.1 µM), for inactives: at the highest dose growth rescue, hits mostly activators; 0.063% of 410,000 active; further: potency means the concentration at half of the fitted maximal effect; nearly all actives have a fitted effect of over 55% in size
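Yeast growth medium received pinned compounds, then yeast cells expressing toxic A-beta were added; plates incubated at 30 C for 48 hr. Growth read as absorbance at 600 nm, normalized to DMSO and equimolar FeCl3 plus clioquinol controls.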
EPAC1 antag: blocks human EPAC1 exchange factor; Potency, µM (series often up to 115 µM), inactives show top-dose activity change, negative = inhibition, hits mostly inhibitors; O95398; EPAC1 GEF assay, Rap1b-BODIPY-GDP exchange fluorescence; 0.14% of 360,000 active;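 further: potency means the concentration at half of the fitted maximal effect; plate controls were vehicle for no effect and positive control for full effect; nearly all actives have a fitted effect of over 50% in size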
IL2 activator: activators of IL-2 | IL-2 activation reporter assay, cell-based qHTS; stimulated with anti-CD3/CD4/CD28 beads; in transgenic mouse T cells | activation, % (series mostly up to about 46 µM) | 0.065% of 360,000 active; in the data active means activation above about 50%; inconclusive means mostly about 30% to 49%; further: 0% is about no effect
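Readout is EGFP and DsRed signal by fluorescent plate cytometry after 18 h at 37 degrees C. Transgenic mouse T cells (750/well) received compound for 60 min before bead stimulation (anti-CD3, anti-CD4, anti-CD28); memory T cells served as non-tolerant control.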
PI5P4K alpha inh: inhibitors of human PI5P4K alpha | PI5P4Kalpha enzyme, ADP-Glo luminescence, 60 min; active compounds read low | max response, % | 1.2% of 330,000 active | P48426 | AID 652105; active means max response of -50% or lower; inconclusive means between -30% and -50%; inactive means -30% or higher; further: value at the top dose of about 77 µM; on the % scale 0 is the no-effect control and ±100 the full control effect
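ADP-Glo luminescence end-point read after a 60 min room-temperature kinase reaction of PI5P4Kalpha plus substrate, initiated with ATP at 5 microM final. Buffer: 0.038 M HEPES pH 7.4, EGTA, 0.1% CHAPS, 5% DMSO.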
Starred values were filed as active, the others as inactive; ? = inconclusive; . = no result given; [ ] = remark or other dose. Unless noted, the call rests on the fitted dose curve; in most records, active means well fitted curve in the direction sought with a large enough effect; inconclusive means small, poorly fitted or top-dose-only effect, or another doubt; inactive means no such curve, though single readings can be large; an effect the other way counts as inactive or inconclusive.

SMILES	EPAC1 ag	FUS yeast rescue	WRN inhibitor	aSyn yeast inh	PLK1 PBD inh	Abeta rescue	EPAC1 antag	IL2 activator	PI5P4K alpha inh
CCCNS(=O)(=O)c1ccc(N2CCCC2=O)c([N+](=O)[O-])c1	2%	.	4%	-8%	2%	-4%	8%	0.5	-2
O=C(Nc1ccc2c(c1)OCO2)N1CCN(C(=O)C2CCCO2)CC1 (stereo unspecified)	-1%	-13%	-28%	3%	-12%	2%	-3%	-0.8	0
Cc1ccc(C(=O)NCc2ccncc2)cc1S(=O)(=O)N1CCCCC1	0%	.	-19%	-2%	-1%	8%	7%	1.7	-2
Cc1ccc(NC(=O)CSc2nnc(Cc3ccccc3)o2)c(C)c1	9%	14%	0%	9%	-18%	-5%	2%	-2.3	-6
Cc1cc(NC(=O)c2cc(-c3cccc(Cl)c3)on2)no1	2%	6%	-3%	-11%	-2%	0%	9%	-3.5	.
NC(=O)c1c(NC(=S)Nc2ccc(F)cc2)sc2c1CCCC2	1%	13%	-6%	-6%	?	-2%	16%	-1.7	-25
CC1CCc2nc3ccc(S(=O)(=O)N4CCC(C(=O)NC(C)c5ccccc5)CC4)cc3c(C(=O)O)c2C1 (stereo unspecified)	11%	?	-10%	7%	?	4%	4%	0.1	-3
COc1ccccc1NS(=O)(=O)c1ccc(C)c(NC(=O)c2c(C)noc2C)c1	-7%	6%	0%	-6%	-4%	-17%	-28%	-0.6	-2
COc1ccc(NC(=O)C(NC(=O)c2ccccc2)C(C)C)cc1 (stereo unspecified)	4%	2%	0%	2%	-2%	1%	0%	3.8	.
CCOC(CCn1c(SCC(=O)NC2CCCC2)nc2ccccc2c1=O)OCC	-3%	6%	14%	5%	0%	5%	-7%	0.0	-1
NS(=O)(=O)c1ccc(CCNC(=O)COC(=O)Cc2c(F)cccc2Cl)cc1	-6%	12%	-3%	0%	-3%	-8%	4%	1.4	-2
CCOC(CNC(=O)c1ccc2c(c1)ncn2-c1cccc(F)c1)OCC	2%	-1%	-3%	0%	-2%	0%	-1%	-0.1	1
CCCNS(=O)(=O)c1ccc(CCC(=O)N2CCC(C)CC2)cc1	10%	12%	2%	-2%	-10%	-1%	10%	-2.2	0
CCCc1c(C)c2c(C)[nH]nc2oc1=O	2%	-5%	-1%	-9%	1%	-2%	-1%	0.0	-7
CN(C)N1C(=O)CC(N2CCCCC2)C1=O (stereo unspecified)	-2%	-8%	0%	-6%	-2%	-15%	-12%	-0.2	-6
O=C(Nc1nnc(COc2ccc(F)cc2)s1)Nc1ccccc1F	2%	-9%	-2%	-5%	-3%	2%	-18%	-0.5	-1
CC(C)C[C@H]1CNC(=O)C(=O)N1CC1CCN(CCc2ccc(-c3ccccc3)cc2)CC1	1%	-13%	-7%	9%	-2%	-7%	-11%	-0.6	1
CCOc1ccc(C2C(C(=O)c3ccco3)=C(O)C(=O)N2CCN2CCOCC2)cc1OCC (stereo unspecified)	-10%	17%	-2%	-6%	-13%	-8%	-4%	-1.4	1
CC(=O)N1CCN(CC(=O)NC(=O)Nc2ccc3c(c2)OCCO3)CC1	4%	-11%	3%	4%	0%	12%	11%	-2.4	4
Cc1cccc(-n2c(=O)[nH]c3c(C(N)=O)nc(-c4ccccc4Cl)nc32)c1	3%	9%	-1%	-9%	-7%	-10%	-14%	-1.5	-1

3 records picked at random from the list so far:
SMILES	EPAC1 ag	FUS yeast rescue	WRN inhibitor	aSyn yeast inh	PLK1 PBD inh	Abeta rescue	EPAC1 antag	IL2 activator	PI5P4K alpha inh
Cc1cccc(-n2c(=O)[nH]c3c(C(N)=O)nc(-c4ccccc4Cl)nc32)c1	3%	9%	-1%	-9%	-7%	-10%	-14%	-1.5	-1
CN(C)N1C(=O)CC(N2CCCCC2)C1=O (stereo unspecified)	-2%	-8%	0%	-6%	-2%	-15%	-12%	-0.2	-6
CCCc1c(C)c2c(C)[nH]nc2oc1=O	2%	-5%	-1%	-9%	1%	-2%	-1%	0.0	-7

(cont.)
SMILES	EPAC1 ag	FUS yeast rescue	WRN inhibitor	aSyn yeast inh	PLK1 PBD inh	Abeta rescue	EPAC1 antag	IL2 activator	PI5P4K alpha inh
COc1ccc(-c2noc(N3CCC(C(=O)Nc4ccc(F)cc4F)CC3)n2)cc1	-5%	2%	7%	-2%	-2%	2%	5%	-2.7	-2
O=Cc1ccccc1-n1cccn1	7%	0%	-2%	1%	-1%	-20%	-6%	4.0	1
COC(=O)/C(=C\c1ccc2c(c1)c1ccccc1n2C)NC(=O)c1ccccc1	14%	33%	?	1%	-1%	6%	7%	0.2	0
CCOc1ccc(N(CC(=O)Nc2ccc(F)c(F)c2)S(=O)(=O)c2c(C)noc2C)cc1	-23%	-19%	1%	-5%	-1%	-23%	-4%	-0.5	4
Cc1cc(C)cc(NC(=O)CCN2CC(C)OC(C)C2)c1 (stereo unspecified)	-4%	21%	-12%	-1%	2%	13%	3%	-3.0	.
CC(=O)OC1CC2(C)/C(=N\O)CCC2C2CCc3cc(O)ccc3C12 (stereo unspecified)	7%	8%	-5%	4%	7%	1%	14%	1.5	4
CCN(C(=O)COC(=O)c1cc2ccccc2cc1O)C1CCS(=O)(=O)C1 (stereo unspecified)	0%	21%	4%	0%	0%	2%	12%	-1.1	2
Clc1ccccc1-c1cc2nc(NCCCn3ccnc3)ccn2n1	-3%	-17%	-11%	-3%	2%	-26%	-13%	-0.1	2
O=C(COC(=O)c1cccnc1)Nc1cccc(Cl)c1	-2%	17%	-9%	-3%	-3%	11%	1%	-3.2	-2
Cn1cc(CCC(=O)NC2CC2)c2ccccc21	7%	13%	17%	-8%	-20%	1%	-8%	-0.3	0
O=C(NC1CCCc2ccccc21)c1cccc(S(=O)(=O)N2CCN(c3ccccc3)CC2)c1 (stereo unspecified)	12%	26%	8%	-1%	-5%	15%	15%	3.6	-3
O=C1CCc2cc(NS(=O)(=O)c3ccc(Cl)cc3)cc3c2N1CC3	4%	9%	4%	-10%	-12%	-15%	8%	-2.9	9
Cc1nc2ccc(S(=O)(=O)NCC(=O)NCCN3CCCCC3C)cc2s1 (stereo unspecified)	7%	4%	1%	1%	-8%	-2%	-1%	0.8	1
Cc1ccccc1NC(C)C(=O)N/N=C/c1c[nH]c2ccccc12 (stereo unspecified)	-11%	10%	5%	0%	-2%	12%	-4%	-4.0	16
COc1cc(CC(=O)OCC(=O)Nc2ccc(N3CCOCC3)cc2)cc(OC)c1OC	-3%	?	7%	1%	2%	-2%	-9%	-3.6	4
O=C(Cc1ccccc1F)N1CCN(S(=O)(=O)c2ccc(Cl)cc2)CC1	-8%	-22%	-4%	-2%	4%	-15%	10%	0.4	5
CCC(=O)c1coc2ccc(O)cc12	-4%	.	-34%	-1%	-15%	7%	-9%	-4.8	?
O=C(Nc1cccc(C(F)(F)F)c1)c1cccnc1NCCO	3%	-10%	-1%	0%	0%	0%	-2%	1.0	3
CC(OC(=O)c1cc(O)c2ccccc2c1O)C(=O)Nc1ccc(C(N)=O)cc1 (stereo unspecified)	-1%	22%	?	11%	6.7µM*	-14%	?	-3.4	-25
Nc1nc(COc2ccccc2)cs1	1%	3%	-1%	-6%	-6%	0%	-1%	-1.2	.
CC1(C(=O)NCc2cccc(C(F)(F)F)c2)CCN1Cc1cc2ccccc2o1 (stereo unspecified)	-22%	5%	-9%	13%	5%	25%	-12%	-0.4	24
N#Cc1ccccc1Cn1cc(/C=C/[N+](=O)[O-])c2ccccc21	6%	16%	-9%	-38%[inhibitor]	?	-63%[inhibitor]	-17%	-6.8	-5
CSc1ccccc1C(=O)N(C)Cc1ccccc1	-2%	0%	1%	1%	-28%	12%	16%	0.2	-5
CC(=O)Nc1ccc(NC(=O)COC(=O)c2ccccc2SCC(=O)N2CCCC2)cc1	-2%	22%	-19%	0%	-20%	7%	-16%	-0.5	-2
CC(NC(=O)Nc1ccc([N+](=O)[O-])cc1)C(c1ccccc1)N1CCOCC1 (stereo unspecified)	9%	11%	-24%	?	-13%	-13%	-21%	0.5	3
COC(=O)CC(=O)CSc1nc(C)cc(C)c1C#N	2%	11%	-18%	-2%	-6%	6%	15%	-2.9	-1
Cc1ccc2nc(SCC(=O)NCc3ccccc3Cl)nc(=O)n2c1	1%	3%	1%	1%	-2%	8%	10%	-1.0	3
O=[N+]([O-])c1ccc(O)c(/C=N/Nc2nc3ccccc3[nH]2)c1	-4%	.	-7%	5%	-5%	-29%	-25%	-0.4	6
Cc1csc(Nc2nc(N)c(C(=O)Nc3ccccc3)o2)n1	-2%	-13%	-3%	-1%	5%	4%	9%	-3.8	?
COC(=O)[C@]12CCCCC=C1N(Cc1ccc3c(c1)OCO3)C(=O)[C@H](CC(=O)N1CCCCC1)C2	8%	35%	-5%	8%	-21%	-4%	-16%	-0.8	-4
COc1ccc(C)cc1N1CC(C(=O)Nc2ccccc2C(=O)NC2CC2)CC1=O (stereo unspecified)	-5%	1%	7%	0%	5%	3%	1%	-0.2	2
CC(=NCc1ccco1)c1c(O)n(C2CCCCC2)c(=O)[nH]c1=O	1%	35%	-18%	-3%	-9%	3%	-2%	-2.0	6
O=C(NCCCN1CCOCC1)C(=O)N/N=C/c1ccccc1	5%	4%	4%	-4%	?	5%	0%	-0.9	0
Cc1nc2ccccc2c(=O)n1NC(=O)/C=C/c1ccccc1Cl	-4%	3%	-18%	-17%	-8%	-23%	-20%	-0.9	-10
CCOC(=O)c1c(NC(=O)COc2ccccc2F)sc2c1CC(C)(C)NC2(C)C	-2%	-6%	5%	1%	1%	2%	8%	0.4	-5
CC(=O)c1ccc(OCCCC(=O)Nc2ccc(C)c(S(=O)(=O)N3CCCCC3)c2)cc1	-1%	26%	-6%	-5%	0%	-12%	-1%	-5.0	7

Random draw from the library; any-hit rate near 4.1%.
